WT yeast gro inh = growth inhibition of WT yeast, mitochondrial fusion screen; AID 1362; mitochondrial fusion phenotypic screen, WT strain; inhibition, % at 10 µM; actives 2.1% (n = 190,000); in the data active means inhibition above about 58%; tested in S. cerevisiae
Myeloid diff 2 = compounds promoting myeloid differentiation; AID 624256; calls only at 10 µM; actives 1% (n = 360,000); ER-HoxA9 myeloid progenitors, lysozyme-GFP differentiation, flow cytometry;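 active means normalized GFP-positive differentiation at or above the plate's own cutoff, the solvent-only control mean plus 3 SD; inconclusive means no clear call, values can overlap the other calls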;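 further: cells exposed to compound for four days before flow analysis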
TNAP activators = stimulation of alkaline phosphatase TNAP activity – biochemical, luminescent, no phosphate acceptor, uHTS, primary screen (AID 1001); one-dose activation fold at 20 µM; EC50 in µM for titrated hits; purified TNAP, luminescent activation assay, no phosphate acceptor; higher activation fold means a stronger effect; actives 0.03% (n = 200,000); in the data active means activation fold from about 3, or a potency from the dose series; inactive means the rest, 99 in 100 with activation fold below about 1.6; further: many of its hits are not listed in these tables
RSV antiviral HEp-2 = RSV antiviral activity via CPE protection, HEp-2 cells, primary 10 µM value included (AID 2391); HEp-2 cells, RSV-induced CPE inhibition; higher % means a stronger effect; CPE inhibition, % at 10 µM, or IC50 in µM where a hit was titrated; actives 0.13% (n = 310,000); in the data active means a potency from the dose series; inconclusive means CPE inhibition mostly from about 23% at the one dose, without a potency; inactive means the rest, 99 in 100 with CPE inhibition below about 21%; further: strong numbers were not always called active
SIAH1 antagonists = Siah-1 peptide-binding antagonists, primary screen, biochemical, fluorescence polarization, rhodamine-plectin, uHTS (AID 1817). Siah-1 / rhodamine-plectin peptide fluorescence polarization; higher % means a stronger effect. displacement, % at 20 µM; hits with a dose series show IC50 in µM. actives 0.02% (n = 290,000);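 active means displacement of at least 50% at 20 µM, with a fluorescence ratio check between 0.3 and a set limit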;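 further: plate controls were Siah plus tracer with DMSO for no effect and tracer alone without Siah for full effect; strong numbers were not always called active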
XIAP displacement = XIAP antagonists, biochemical, IAP family, fluorescence polarization (AID 1018). XIAP BIR domain, fluorescence polarization peptide displacement; higher % means a stronger effect. displacement, % at 20 µM; hits with a dose series show IC50 in µM. actives 0.007% (n = 200,000); in the data active means displacement above about 50%; further: a part of the inactive calls stands beside numbers as strong as those of hits
PMI inhibition = human PMI inhibitors, high substrate, primary screen, biochemical, fluorescence intensity, high mannose 6-phosphate (AID 1220); recombinant PMI enzyme, coupled fluorescence intensity; higher % means a stronger effect; one-dose inhibition, % at 20 µM; IC50 in µM for titrated hits; actives 0.66% (n = 190,000)
human PMI inhibition = MPI enzyme activity inhibition – biochemical, fluorescence intensity, coupled assay, primary screen (AID 1209) | purified PMI enzyme, coupled fluorescence intensity; higher % means a stronger effect | inhibition, % at 20 µM; hits with a dose series show IC50 in µM | actives 0.42% (n = 190,000);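 further: plate controls were DMSO vehicle for no effect and wells lacking substrate for full effect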
Salmonella PhoP GFP = PhoP-dependent GFP reporter repression – Salmonella Typhimurium, primary screen (AID 1863). S. Typhimurium PhoP-regulated promoter GFP reporter, 4 h; higher % means a stronger effect. one-dose inhibition, % at 50 µM; IC50 in µM for titrated hits. actives 0.16% (n = 300,000);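 active means inhibition over 29.93%, a cutoff 3 SD above the screen mean, later confirmed by dose response; inconclusive means inhibition over 29.93% but no dose response follow-up; inactive means inhibition at most 29.93% or unconfirmed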;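 further: 0% = low Mg2+ inducing control and 100% = high Mg2+ repressing control; strong numbers were not always called active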
WT yeast gro inh mutant strain = also measured in WT yeast gro inh; calls as there; inhibition, %; mitochondrial fusion phenotypic screen, mutant strain inhibition
Myeloid diff 2 GFP+ MAC1+ % = second read-out of Myeloid diff 2, no call of its own (marks repeat the call); GFP+ MAC1+ double positive, %; measured here: differentiation confirmed by MAC1 staining
Numbers without * were called inactive; i = inactive; u = inconclusive; x = not tested or not shown; + = active, no number. Unless noted, no stated cut-off is given here; in the data, active means inhibition above about 50%; inactive means the rest.

Preview:
SMILES | WT yeast gro inh | WT yeast gro inh mutant strain | Myeloid diff 2 | Myeloid diff 2 GFP+ MAC1+ % | TNAP activators | RSV antiviral HEp-2 | SIAH1 antagonists | XIAP displacement | PMI inhibition | human PMI inhibition | Salmonella PhoP GFP
COc1ccc(OC)c(S(=O)(=O)NCCO)c1 | -13 | 0 | i | 0.5 | 1.1 | 1.5% | 5% | -2.0% | 20% | 11% | -4%
Fc1ccccc1C1c2cccn2CCN1C(=S)Nc1ccc(Br)cc1 (stereo unspecified) | 62* | 53* | i | 0.4 | 1.1 | 8.5% | 10% | -3.0% | 4% | 0% | 0%
Oc1c(C=Nc2ccccc2)sc(=S)n1Cc1ccccc1 | 19 | 0 | + | 0.3* | 1 | -1.3% | 6% | -1.9% | 1% | 0% | -3%
CCn1c(C)nc2cc(C(=O)NNC(=S)NC(=O)c3ccccc3)ccc21 | -12 | -15 | i | 0.7 | 1.9 | -1.9% | -3% | -0.7% | -25% | -10% | -3%

Results (from the top)
SMILES | WT yeast gro inh | WT yeast gro inh mutant strain | Myeloid diff 2 | Myeloid diff 2 GFP+ MAC1+ % | TNAP activators | RSV antiviral HEp-2 | SIAH1 antagonists | XIAP displacement | PMI inhibition | human PMI inhibition | Salmonella PhoP GFP
COc1ccc(OC)c(S(=O)(=O)NCCO)c1 | -13 | 0 | i | 0.5 | 1.1 | 1.5% | 5% | -2.0% | 20% | 11% | -4%
Fc1ccccc1C1c2cccn2CCN1C(=S)Nc1ccc(Br)cc1 (stereo unspecified) | 62* | 53* | i | 0.4 | 1.1 | 8.5% | 10% | -3.0% | 4% | 0% | 0%
Oc1c(C=Nc2ccccc2)sc(=S)n1Cc1ccccc1 | 19 | 0 | + | 0.3* | 1 | -1.3% | 6% | -1.9% | 1% | 0% | -3%
CCn1c(C)nc2cc(C(=O)NNC(=S)NC(=O)c3ccccc3)ccc21 | -12 | -15 | i | 0.7 | 1.9 | -1.9% | -3% | -0.7% | -25% | -10% | -3%
CN1C(=O)/C(=C\c2cc(Br)cs2)c2ccccc21 | 8 | -7 | i | 0.3 | 1 | 2.4% | 12% | -1.7% | 9% | 6% | -9%
O=C(O)c1ccc(N2C(=O)C3C4c5ccccc5C(Br)(c5ccccc54)C3C2=O)cc1 (stereo unspecified) | 1 | 7 | i | 1.2 | 1.1 | 1.4% | 1% | -3.2% | -2% | 0% | -8%
Cc1nn(C)c(=O)c(N)c1-c1cc(-c2ccc(Cl)c(Cl)c2)n[nH]1 | x | x | i | 0.2 | x | 6.2% | -8% | x | x | x | 5%
COc1cc(=O)[nH]c(SC(C)C(=O)Nc2cccc3ccccc23)n1 (stereo unspecified) | x | x | i | 0.3 | x | 2.6% | 0% | x | x | x | 1%
O=[N+]([O-])c1cc(/C=N\Nc2nccs2)ccc1O | -8 | -17 | x | x | 0.8 | x | 26% | -2.7% | 9% | 11% | -4%
CC1(C)Cc2cccc(OCC(O)CNCc3ccccn3)c2O1 (stereo unspecified) | -10 | 3 | i | 1.0 | 1.1 | 0.7% | 3% | 0.1% | 9% | 10% | 2%
CCN(CC)S(=O)(=O)c1ccc(N2CCOCC2)c(NS(=O)(=O)c2ccc(C)c(C)c2)c1 | 10 | -2 | i | 0.4 | 1 | 4.5% | 10% | -7.2% | 6% | 16% | -8%
Cc1ccnc(SCc2cc(=O)c(OC(=O)c3ccc(S(=O)(=O)N4CCCC4)cc3)co2)n1 | 3 | -12 | i | 0.2 | 1 | -0.2% | 1% | 74% | 1% | -2% | 0%
O=C(c1ccccc1Br)N1N=C(c2ccccc2)CC1c1ccccc1F (stereo unspecified) | x | x | i | 1.0 | x | 14% | 1% | x | x | x | -5%
Cc1ccc(OCCNC(=O)Cn2cnc3c(=O)n(C)c(=O)n(C)c32)cc1C | 1 | -3 | i | 2.1 | 1.1 | 2.7% | 22% | -0.4% | -4% | -7% | -3%
CCc1ccc(OC(C)C(=O)N(Cc2ccccc2)C2CCS(=O)(=O)C2)cc1 (stereo unspecified) | x | x | i | 3.2 | x | -0.5% | -8% | x | x | x | 3%
COc1ccc(N(CN2C(=O)c3ccccc3C2=O)C(=O)C(C)C)cc1 | 0 | -7 | i | 1.0 | 1.1 | 0.8% | -5% | -4.3% | 4% | 2% | -6%
CCCCNc1nnc(SCC(=O)c2c[nH]c3ccccc23)s1 | 12 | 24 | i | 0.2 | 1 | 0.6% | 4% | -1.8% | 4% | 4% | -1%
Cc1ccc(S(=O)(=O)N(Cc2ccc(Cl)cc2)c2ccccc2C(=O)NCc2ccco2)cc1 | 43 | -10 | i | 0.5 | 1.1 | 5.3% | 2% | -6.1% | 17% | 20% | -5%
COc1ccccc1NC(=O)NCCCCc1ccccc1 | x | x | i | 0.8 | x | 5.4% | 12% | x | x | x | -5%
Cn1c(SCC(=O)N2CCc3ccccc3C2)nnc1-c1ccncc1 | -10 | -23 | i | 1.6 | 1.1 | 0.2% | -1% | -4.1% | -48% | -35% | -5%
Cc1nnc(NC(=O)CCS(=O)(=O)c2ccccc2)s1 | x | x | i | 0.8 | x | 1.9% | 5% | x | x | x | 0%
Cc1cc(C)n(-c2nnc(NCc3ccc(Cl)cc3)nn2)n1 | 18 | 15 | i | 0.7 | 1.1 | u | 7% | -3.2% | 28% | 2% | 2%
CC1=C(CCN2CCN(C(C)C)C(CCO)C2)C(C)(C)CCC1 (stereo unspecified) | 10 | 3 | i | 0.8 | 1.1 | -3.0% | 2% | -6.9% | -6% | -2% | 5%
O=C(NNC(=O)c1c(F)cccc1F)c1sccc1-n1cccc1 | 4 | 1 | i | 0.3 | 1.1 | 4.6% | 0% | -6.4% | -3% | -8% | 2%
Cc1cccc(CN2CCc3c([nH]c4ccccc34)C2CC(C)C)n1 (stereo unspecified) | x | x | i | 1.2 | x | 2.9% | 2% | x | x | x | 15%
O=C(CCC(=O)N1CCCC(Nc2ccccc2)C1)c1ccc(F)cc1 (stereo unspecified) | x | x | i | 1.7 | x | -0.7% | 5% | x | x | x | -11%
COc1ccc(N2CCN(C(=O)CN=C3NS(=O)(=O)C(c4ccc(C)cc4)=C3C)CC2)cc1 | 9 | -32 | i | 0.9 | 1 | 2.0% | 1% | -4.3% | 15% | 21% | 6%
CC(=O)c1c(N2CCN(c3cccc(Cl)c3)CC2)nc(=S)n(-c2ccccc2)c1C | 9 | 4 | i | 2.6 | 1.1 | 20% | 4% | -3.2% | 8% | 10% | 3%
COc1ccccc1NC(=O)Cc1noc(CSc2nnc(C)n2C)n1 | -19 | 6 | i | 0.3 | 1.1 | 1.3% | -3% | -1.7% | 5% | 2% | -6%
CCCCCn1c(=NC(C)=O)c(C#N)cc2c(=O)n3ccccc3nc21 | -10 | 8 | i | 1.5 | 1.2 | -2.1% | 8% | -0.3% | -32% | -15% | -2%
CCC(C)[C@H](NC(=O)Nc1ccc(S(N)(=O)=O)cc1)C(=O)OC (stereo partly specified) | x | x | i | 0.4 | x | -0.9% | -3% | x | x | x | -8%
CC1CCN(CC(=O)NCc2ccco2)CC1 | -20 | 2 | i | 0.3 | 1.1 | 0.6% | -1% | 0.1% | -9% | -5% | -3%
CC(=O)c1ccc(NC(=O)CSc2nnc(C3CC3)n2C)cc1 | x | x | i | 0.3 | x | 1.7% | 8% | x | x | x | 12%
CC(=O)c1ccc(S(=O)(=O)N2CCC(NC(=O)Nc3cccc(F)c3)CC2)cc1 | 4 | -2 | i | 0.3 | 1 | 3.5% | 0% | -1.0% | 3% | 8% | -2%
Cc1cccc2nc(COc3ccc4ccccc4c3Br)cn12 | x | x | i | 1.0 | x | 8.7% | 13% | x | x | x | -4%
COc1ccc(-c2cc(=O)[nH]c(N3CCN(Cc4ccccc4)CC3)n2)cc1 | x | x | i | 0.9 | x | 1.5% | -2% | x | x | x | -6%
CSCCC(NS(=O)(=O)c1ccc(C)cc1)C(=O)N1CCCC1 (stereo unspecified) | x | x | i | 1.3 | x | 1.1% | 1% | x | x | x | -6%
COc1cc(OC)cc(C(=O)NC2CCN(CCCOc3ccccc3)CC2)c1 | x | x | i | 0.3 | x | 0.0% | 2% | x | x | x | 1%
O=C(CC1C(=O)NCCN1Cc1cccc(C(F)(F)F)c1)NC1CCOCC1 (stereo unspecified) | x | x | i | 1.1 | x | 1.3% | -1% | x | x | x | -2%
COc1ccc(-c2n(Cc3ccccc3)c3ccccc3[n+]2Cc2ccccc2)cc1 | 27 | 19 | i | 0.0 | 1 | u | -5% | -11% | -21% | -17% | -9%
O=C(CSc1nnc(-c2ccncc2)o1)NC1CCCCC1 | 3 | -3 | i | 0.2 | 1.1 | 0.1% | -2% | -2.7% | 0% | 2% | 2%
O=C1CC(c2cccs2)c2cc3c(cc2N1)OCO3 (stereo unspecified) | -9 | 9 | i | 1.1 | 1.1 | 1.8% | -2% | -1.4% | 13% | 17% | -5%
Cc1nn(CC(=O)NNC(=O)c2cccc(Br)c2)c(C)c1[N+](=O)[O-] | x | x | i | 1.3 | x | 0.8% | 0% | x | x | x | -2%
CN1C(=O)CSc2ccc(NC(=O)Nc3ccccn3)cc21 | 2 | 12 | i | 2.1 | 1.1 | 2.0% | 0% | -3.7% | 1% | -10% | 2%
COc1ccc(N(C(=O)c2snc(C(N)=O)c2N)C(C(=O)NC2CCCC2)c2cc(OC)ccc2OC)cc1 (stereo unspecified) | x | x | i | 6.3 | x | 14% | -2% | x | x | x | -1%
COc1ccc(NC(=O)CN(C)C(=O)c2oc3ccccc3c2C)cc1 | 6 | -21 | i | 0.2 | 1 | 1.2% | 6% | -2.8% | 0% | 5% | 3%
O=C(Nc1ccc(Br)cn1)c1ccc(Cl)s1 | x | x | i | 0.9 | x | 2.6% | -4% | x | x | x | 4%
C1CCCCCC(NCCN2CCNCC2)CCCCC1 | x | x | + | 1.5* | x | 14% | -4% | x | x | x | 26%
C/C(=N\NC(=O)c1cccc(Cl)c1)c1cccc(NC(=O)C(C)C)c1 | -66 | -8 | i | 0.9 | 0.9 | 8.8% | -1% | -5.6% | -7% | -10% | -3%
CN(C)c1ccc([N+](=O)[O-])cc1C(=O)NCC(c1ccco1)N(C)C (stereo unspecified) | x | x | i | 0.5 | x | 1.6% | 1% | x | x | x | 4%
The listing continues.
SMILES | WT yeast gro inh | WT yeast gro inh mutant strain | Myeloid diff 2 | Myeloid diff 2 GFP+ MAC1+ % | TNAP activators | RSV antiviral HEp-2 | SIAH1 antagonists | XIAP displacement | PMI inhibition | human PMI inhibition | Salmonella PhoP GFP
O=C(COC(=O)CNC(=O)c1ccccc1)Nc1nc(-c2ccccc2)cs1 | -1 | 24 | i | 0.5 | 1 | 3.1% | -4% | -4.0% | 7% | 22% | -5%
COc1ccccc1N1CCN(/N=C(\C)c2ccccc2O)CC1 | x | x | i | 0.4 | x | -0.2% | -3% | x | x | x | -8%
CCOc1ccc(C(C)NC(=O)c2cccc(F)c2)cc1 (stereo unspecified) | -8 | -11 | i | 0.3 | 1.1 | 0.0% | 1% | -2.1% | 7% | 7% | -2%
CSc1ccc(CN(C)C(C)C(=O)NCC2CCCCC2)cc1 (stereo unspecified) | x | x | i | 0.7 | x | 11% | -4% | x | x | x | 4%
COc1ccc(S(=O)(=O)Nc2ccc(Oc3ccsc3C(=O)O)cc2)cc1 | x | x | i | 0.2 | x | 0.0% | -3% | x | x | x | 7%

Bioassay records (PubChem)
